Screens as filed in PubChem.
CHO-K1 Ca antag: M1 antagonist counterscreen hit in parental CHO-K1 cells; AID 602250; inhibition, % at 3 µM; ATP-induced calcium, Fluo-8 fluorescence; 0.6% of 360,000 active;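 active = inhibition above a per-plate cutoff, the plate's mean sample inhibition plus 3 SD, cut at about 24% in these data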;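 note: 0% = DMSO plus EC80 ATP and 100% = DMSO alone without ATP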
OXTR potentiator: human OXTR potentiators, primary screen, fluorescence, CHO-OTR cells, Fluo-8 calcium | Fluo-8 calcium fluorescence, potentiator mode; 0% = oxytocin EC15, 100% = EC100 | activation, % at 3 µM | 0.061% of 320,000 active;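 active = activation above that plate's cutoff, the mean activation of tested compounds plus 3 SD, cut at about 6.6% in these data, passing the limit was not always enough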;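 note: 100% uses oxytocin at 75 nM as the full agonist control; some results filed as inactive read as strong as hits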
Target sequence (P30559 whole entry, looked up): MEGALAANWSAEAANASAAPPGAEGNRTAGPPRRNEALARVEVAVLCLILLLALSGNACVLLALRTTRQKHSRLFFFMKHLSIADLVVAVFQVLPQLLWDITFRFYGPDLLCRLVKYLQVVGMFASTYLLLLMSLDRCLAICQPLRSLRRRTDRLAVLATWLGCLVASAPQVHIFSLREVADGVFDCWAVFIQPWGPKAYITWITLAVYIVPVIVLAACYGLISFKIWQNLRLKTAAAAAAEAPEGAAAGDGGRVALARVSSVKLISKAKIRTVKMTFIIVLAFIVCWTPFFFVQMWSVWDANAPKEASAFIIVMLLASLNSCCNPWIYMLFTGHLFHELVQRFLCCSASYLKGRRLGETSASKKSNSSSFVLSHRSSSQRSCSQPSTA
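Dosing: Single dose, 3.0 µM nominal final compound concentration | Material: Human OTR in CHO cells | Technique: Kinetic Fluo-8 calcium fluorescence | Benchmarks: EC15 oxytocin alone as 0%, 75 nM oxytocin as 100% | Probe or stimulus: Oxytocin at about EC15, sub-maximal agonist stimulus | Incubation: Compound 6 min at room temperature before oxytocin, 100 s read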
CHRM1 agonist: human M1 muscarinic receptor agonists, primary screen, Fluo-8 calcium fluorescence, CHO-K1 cells, HTS; Muscarinic acetylcholine receptor M1 (Homo sapiens), P11229; 0.33% of 360,000 active; CHO-K1 hM1, agonist mode; 0% DMSO, 100% acetylcholine EC100; activation, % at 3 µM;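 active = activation above the run's mean compound activation plus 3 SD, cut at about 16% in these data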;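 note: peak over basal fluorescence ratio within a 140 s kinetic read after compound addition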
Target sequence (P11229 whole entry, looked up): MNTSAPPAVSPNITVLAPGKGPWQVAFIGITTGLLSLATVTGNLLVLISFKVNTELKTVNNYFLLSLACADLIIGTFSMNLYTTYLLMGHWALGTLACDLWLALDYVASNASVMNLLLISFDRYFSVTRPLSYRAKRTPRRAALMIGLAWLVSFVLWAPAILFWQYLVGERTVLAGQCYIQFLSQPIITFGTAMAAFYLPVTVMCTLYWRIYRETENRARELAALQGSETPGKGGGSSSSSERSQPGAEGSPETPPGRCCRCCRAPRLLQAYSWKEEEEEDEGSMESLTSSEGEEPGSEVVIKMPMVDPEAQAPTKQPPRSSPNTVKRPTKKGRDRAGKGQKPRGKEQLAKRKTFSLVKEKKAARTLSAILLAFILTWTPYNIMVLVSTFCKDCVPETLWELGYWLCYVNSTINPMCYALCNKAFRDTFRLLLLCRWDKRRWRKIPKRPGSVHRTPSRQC
CHO-K1 Ca PAM: nonselective calcium activators in parental CHO-K1 cells, primary screen, counter-screen for M1 PAM project, cell-based, Fluo-8 calcium fluorescence, full deck, 1536-well; ATP EC20; 0% at ATP EC20, 100% at ATP max; activation, % at 3 µM; 0.02% of 360,000 active; AID 602247, 2012;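 active = activation above the run cutoff, the mean activation of all test compounds plus 3 SD, cut at about 40% in these data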;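 note: peak over basal fluorescence ratio in a 140 s read after ATP addition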
CHO parental Ca: ATP-evoked calcium signal inhibitors, parental CHO, primary screen, counter-screen for OX1R antagonist project, cell-based, fluorescence, Fluo-8 calcium dye; inhibition, % at 5.6 µM; parental CHO-K1, ATP-induced calcium, Fluo-8 fluorescence; 0.63% of 330,000 active;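 active = inhibition above that plate's mean sample inhibition plus 3 SD, cut at about 26% in these data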;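 note: 0% = ATP-challenged DMSO wells and 100% = DMSO wells without ATP; some compounds past the cut are filed as inactive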
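Measured by: calcium-sensitive Fluo-8 fluorescence / Test system: CHO parental line / Controls: ATP-challenged DMSO wells low, unchallenged DMSO wells high / Measure: % inhibition / Compound: single nominal dose of 5.6 µM per compound / Replicates: single well per compound, no replicates / Reagent: ATP as calcium-mobilizing challenge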
CHO-K1 Ca ag: counter-screen for M1 agonists: effect in parental CHO-K1 cells. Fluo-8 calcium fluorescence; scaled to maximal ATP response, vehicle zero. activation, % at 3 µM. 0.48% of 360,000 active. AID 602248, 2012; in the data active = activation above about 15%;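 note: untransfected CHO-K1 host cells lacking M1 receptor as counterscreen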
TAAR1 agonist: human TAAR1 agonists, primary screen, Fluo-8 calcium fluorescence, CHO RD-HGA16 cells. 0.99% of 360,000 active. activation, % at 3 µM. vehicle wells 0%, saturating PEA agonist 100%;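 active = activation above the mean activation of all test compounds in the run plus 3 SD, cut at about 38% in these data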
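Benchmarks: low control DMSO, high control PEA (EC100); System: CHO RD-HGA16 cells carrying human TAAR1 plus Gα16; Detection: Fluo-8 fluorescence, 5 s baseline then 140 s kinetic read; Schedule: 17-24 h plating, Fluo-8 75 min 37 °C, 30 min RT; Read-out basis: % activation from peak over basal fluorescence ratio, DMSO-to-PEA scaled.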
V1aR counter: agonists of human V1a receptor, primary screen, counter-screen for OXTR agonist project, fluorescence, CHO-V1R cells | Fluo-8 calcium fluorescence, agonist mode; 0% DMSO, 100% 3 nM vasopressin | 0.25% of 320,000 active | activation, % at 3 µM;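 active = activation above the mean activation of all tested compounds plus 3 SD, per screening run, cut at about 20% in these data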;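 note: signal is peak over basal fluorescence ratio across a 100 second FLIPR read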
TAAR1 antagonist: human TAAR1 antagonists, primary screen, Fluo-8 calcium fluorescence, CHO RD-HGA16 cells; Trace amine-associated receptor 1 (Homo sapiens), Q96RJ0; antagonist; inhibition, % at 3 µM; 1.5% of 360,000 active;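 active = inhibition above a per-plate cutoff, the mean inhibition of test compounds on that plate plus 3 SD, cut at about 49% in these data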;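 note: 0% = DMSO plus EC80 beta-PEA response and 100% = DMSO alone without agonist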
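Assay system: RD-HGA16 CHO cells with stable hTAAR1 and Gα16 / Reagent: EC80 β-phenethylamine stimulus / Doses: 3 µM, single point / Timing: dye loading 75 min at 37 °C, then 30 min room temperature / Measured by: Fluo-8 intracellular calcium dye fluorescence, real-time kinetic reads / Controls: vehicle wells and EC80 agonist wells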
* hit, by the source's call; nt = not tested or not shown. No enrichment for hits; any-hit rate near 3.3%.

structure	CHO-K1 Ca antag	OXTR potentiator	CHRM1 agonist	CHO-K1 Ca PAM	CHO parental Ca	CHO-K1 Ca ag	TAAR1 agonist	V1aR counter	TAAR1 antagonist
C#CCN1C(=O)S/C(=C\c2ccc(-c3ccc(Cl)c(C(=O)O)c3)o2)C1=O	-3	-8	-1	11	7	0.6	3	-0.9	-23
COc1ccc2nc(NC(=O)c3cccs3)sc2c1	-4	-10	0	6	-29	0.3	-1	-0.3	-21
CCOC(=O)c1ccc(NC(=O)C2CC(=O)N(c3ccc4c(c3)OCCO4)C2)cc1 (configuration not stated)	-12	-2	-9	13	-12	0.8	4	0.1	-24
CC[C@@]12C(=O)N(c3cccc(F)c3)C(=O)N1[C@H](c1cccc(C)c1)[C@@H]1C(=O)N(Cc3ccccc3)C(=O)[C@@H]12	-19	-8	0	12	-35	0.2	3	1.5	12
O=[N+]([O-])c1cccc(-c2ccc(/C=N/NC(=S)Nc3cccc(F)c3)o2)c1	-2	-7	-3	7	-7	0.5	-1	-0.3	-4
C[C@H](O)[C@@H]1C(=O)N2CCc3ccc(-c4ccccc4)cc3[C@@H]2C[C@@H]1N(C)C(=O)Nc1cc(Cl)cc(Cl)c1	-18	nt	-2	12	nt	0.6	2	nt	-29
COc1ccc(NC(=O)CCc2nc3ccccc3c(=O)[nH]2)cc1S(=O)(=O)N1CCCCC1	-8	-4	-5	-1	-7	0.1	3	-0.4	12
CC(=O)Nc1ccc(S(=O)(=O)N2CCN(c3nc4ccccc4n3CC(C)C)CC2)cc1	11	nt	-6	-10	nt	1.3	5	nt	13
CNC(=O)NC(=O)C(C)OC(=O)c1cc2c(s1)CCCCC2 (configuration not stated)	-10	-6	-9	27	-17	5.8	6	3.0	-1
CC(C)(C)C(=O)Nc1sc(-c2ccccc2)cc1C(=O)O	-12	-18	-2	14	7	1.1	-1	-0.2	3

Among those listed so far, three have a thiophene ring, fused or not:
structure	CHO-K1 Ca antag	OXTR potentiator	CHRM1 agonist	CHO-K1 Ca PAM	CHO parental Ca	CHO-K1 Ca ag	TAAR1 agonist	V1aR counter	TAAR1 antagonist
COc1ccc2nc(NC(=O)c3cccs3)sc2c1	-4	-10	0	6	-29	0.3	-1	-0.3	-21
CNC(=O)NC(=O)C(C)OC(=O)c1cc2c(s1)CCCCC2 (configuration not stated)	-10	-6	-9	27	-17	5.8	6	3.0	-1
CC(C)(C)C(=O)Nc1sc(-c2ccccc2)cc1C(=O)O	-12	-18	-2	14	7	1.1	-1	-0.2	3

Other compounds:
structure	CHO-K1 Ca antag	OXTR potentiator	CHRM1 agonist	CHO-K1 Ca PAM	CHO parental Ca	CHO-K1 Ca ag	TAAR1 agonist	V1aR counter	TAAR1 antagonist
C[C@@H]1CCCN1[C@@H]1CS(=O)(=O)N[C@H]1COCc1ccccc1	12	nt	-9	-2	nt	0.5	10	nt	-14
COc1ccc(S(N)(=O)=O)cc1C(=O)OCC(=O)N1CC(=O)Nc2ccccc21	10	nt	-2	2	nt	0.2	1	nt	-7
O=C(NCCCn1ccnc1)c1cc2c(ccc3ccccc32)o1	nt	-17	nt	nt	3	nt	2	2.0	-29
CCCS(=O)(=O)NC(=O)C1(C)CCCN(C(=O)c2cc3ccccc3s2)C1 (configuration not stated)	-3	nt	3	4	nt	-0.3	1	nt	-18
NC(=O)C1CCCN(C(=O)c2ccc3nc(Cc4cccc(Cl)c4)oc3c2)C1 (configuration not stated)	-7	-7	-2	6	4	2.4	0	3.2	7
Cc1occc1C(=O)NNC(=O)c1cccc(F)c1	-7	-2	-5	9	-2	1.2	2	1.9	4
Cc1ccc(N2CCN(S(=O)(=O)N(C)C)CC2)cc1Cl	-9	-12	1	-1	-18	0.0	12	5.7	4
O=C(COC(=O)CNC(=O)C1CCCCC1)Nc1ccccc1OC(F)F	0	0	-2	26	-3	0.8	8	2.0	-11
O=C(NCC(=O)N1CCCC(C(F)(F)F)C1)c1ccccc1Br (configuration not stated)	-3	10	1	-21	-7	0.0	1	-0.7	6
CC(=O)c1ccc(NC(=O)CSCC(=O)Nc2ccc3ccccc3c2)cc1	1	-14	0	12	-18	9.6	25	4.7	-1
CC1CCN(C(=O)CNC(=O)c2cccc(OC(F)F)c2)CC1	-4	-7	-4	0	-10	0.3	0	-1.3	4
Cc1cc(Cl)c(C)c(S(=O)(=O)N2CCN(C(=O)C3CCCO3)CC2)c1Cl (configuration not stated)	-5	-4	-2	-12	-2	0.2	1	0.2	-11
COc1ccc2oc(=O)c(C(=O)N3CCN(c4ccc(F)cc4)CC3)cc2c1	-1	-4	-1	14	-21	2.4	2	3.4	8
COc1ccc(Cc2nnc(NC(=O)c3ccccc3C)s2)cc1	-2	-13	4	13	-1	0.0	4	0.5	-3
CN(C)c1ccc(-c2ccnc3c2CC(C)(C(=O)NCC2CCOCC2)O3)cc1 (configuration not stated)	-2	nt	-6	7	nt	0.4	-1	nt	13
CC(C)COc1ccc(-c2nn(-c3ccccc3)cc2/C=C2/SC(=S)N(CC(=O)O)C2=O)cc1	-5	6	-1	13	-6	-0.3	0	-0.4	-4
CCCCc1nc2ccccc2c(NC(=O)CN(CC)CC)c1CCC	-4	-3	-5	6	-17	0.5	5	-0.4	-5
N#Cc1c(-c2ccccc2)[nH]c(=S)[nH]c1=O	17	1	-1	-7	-4	-0.1	3	0.4	-6
COC(=O)c1cc(C(=O)OCC(=O)N2c3ccccc3NC(=O)C2(C)C)cc([N+](=O)[O-])c1	0	-7	-7	24	-24	4.4	nt	-0.4	nt
CCOc1ccc(S(=O)(=O)N2CCCCC2)c2ccccc12	-3	-13	-6	15	5	0.2	4	-0.4	-6

Individual results from the list:
TAAR1 agonist result of N#Cc1c(-c2ccccc2)[nH]c(=S)[nH]c1=O is entered as 3
TAAR1 antagonist result of CN(C)c1ccc(-c2ccnc3c2CC(C)(C(=O)NCC2CCOCC2)O3)cc1 (configuration not stated) is entered as 13

(next part)
The line under a structure holds: CHO-K1 Ca antag | OXTR potentiator | CHRM1 agonist | CHO-K1 Ca PAM | CHO parental Ca | CHO-K1 Ca ag | TAAR1 agonist | V1aR counter | TAAR1 antagonist
> CCC(C(=O)NCCC1=CCCCC1)c1ccccc1 (configuration not stated)
 : 3 | 3 | -8 | 2 | -17 | 0.0 | 6 | -1.4 | -25
> O=C(COc1ccc2c(c1)CCC2)NCc1ccccc1
 : -13 | -4 | -9 | -4 | -10 | 0.3 | 6 | -0.8 | 5
> COc1ccc(/C=N/NC(=O)C[n+]2ccccc2)c(OC)c1
 : -12 | 6 | -5 | 5 | -4 | -0.2 | 9 | -1.4 | 0
> O=C(NCc1cccnc1)c1cc(C2CCCN(S(=O)(=O)c3ccccc3)C2)on1 (configuration not stated)
 : -22 | nt | -9 | 23 | nt | 1.1 | 1 | nt | -5
> CC(C)Oc1ccc(CCc2nnc(SC(C)C(=O)O)n2-c2ccccc2)cc1 (configuration not stated)
 : -7 | 2 | -3 | 9 | -3 | 0.8 | 4 | 0.5 | 9
> CC(NC(=O)C1CCC(CNS(=O)(=O)c2ccccc2)CC1)c1ccccc1 (configuration not stated)
 : -5 | -2 | -2 | 2 | -5 | 4.9 | 14 | 3.9 | 11
> CCOc1ccccc1NC(=O)C1C(c2ccccc2)C1(Cl)Cl (configuration not stated)
 : -4 | nt | -5 | 4 | nt | -0.5 | -2 | nt | -7
> CCNc1nnc(SCC(=O)NC2CCCCCC2)s1
 : 10 | nt | -4 | -16 | nt | -0.2 | 0 | nt | -16
> COc1ccc(CCNC(=O)C2CCCN(c3nn4c(=O)cc(C)nc4s3)C2)cc1OC (configuration not stated)
 : -5 | nt | -3 | 6 | nt | 0.0 | 2 | nt | 4
> CCn1cc(C(=O)NCCCN2CCCCCC2)c(=O)c2cc(S(=O)(=O)N3CCc4ccccc4C3)ccc21
 : 8 | 1 | -7 | -3 | -27 | -0.9 | -2 | -1.6 | -5
> O=C(NNC(=O)c1cccc2ccccc12)c1ccc(Cl)cc1Cl
 : -11 | nt | -2 | 4 | nt | -0.4 | -1 | nt | 0
> CCOC(=O)c1cnc(SCC(=O)Nc2nc(C)c(C)s2)nc1N
 : 2 | -3 | -3 | -2 | -22 | 0.9 | 7 | 0.2 | 2
> COc1ccc2c(c1)-c1c(ssc1=S)C(C)(C)N2
 : -7 | 0 | -8 | 0 | -2 | -1.4 | -6 | -1.9 | -17
> CCOC(=O)/C=C1\SCC(=O)N1CC(=O)NCCc1ccc(F)cc1
 : 0 | -25 | -7 | 17 | 0 | 17* | 2 | 0.0 | 6
> Cc1ccc(Cl)c2c1NC(=O)C2(O)CC(=O)c1ccccc1O (configuration not stated)
 : -12 | -11 | 1 | 22 | -2 | 1.2 | 2 | 0.8 | -10
> CN(C)c1ccc(CSc2ccccc2)cc1
 : -22 | nt | -2 | 6 | nt | -0.3 | -1 | nt | -31
> COCCSc1nnc(NC(=O)c2ccc(NC(C)=O)cc2)s1
 : -13 | -3 | -3 | 1 | -18 | 0.1 | 2 | 0.3 | 4
> COc1ccccc1C(=O)NC(=O)COc1cc(Cl)ccc1Cl
 : -5 | 3 | -1 | 17 | -15 | 0.6 | 1 | 0.4 | 4
> Fc1c(F)c(F)c(N/N=C/c2c[nH]c3ccccc23)c(F)c1F
 : -3 | -4 | -6 | 14 | -3 | 0.4 | 7 | 0.6 | -1
> O=C(NCc1cc([N+](=O)[O-])ccc1O)c1cccnc1Sc1ccccc1
 : 6 | -9 | 1 | -16 | -3 | 3.1 | 5 | 5.3 | 10
> COc1nc(OC)nc(N2CCCCCC2)n1
 : -2 | -3 | -6 | -1 | -9 | 0.1 | 8 | 0.0 | 4
> CCOc1cccc(/C=C/c2ccc3cccc(O)c3n2)c1O
 : -5 | -10 | -7 | -11 | 18 | 3.2 | -1 | 0.8 | 25
> O=[N+]([O-])c1ccc(-n2nnnc2CN2CCOCC2)cc1
 : 4 | -1 | -5 | 0 | -8 | 0.0 | 5 | 0.4 | 12
